# FXIIa inh 1536: human FXIIa protease inhibitors, primary screen, biochemical, 1536-well. 220,000 tested, 0.3% active. Coagulation factor XII (Homo sapiens), P00748. inhibition, % at 5 µM. purified FXIIa, Boc-QGR-AMC fluorogenic substrate, 2 h; in the data active = inhibition above about 40%;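 also: 0% = enzyme with no compound and 100% = blank without enzyme; many of its hits are not listed in these tables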
# FXIa inh 1536: human FXIa protease inhibitors, primary screen, biochemical, 1536-well; Coagulation factor XI (Homo sapiens), P03951; purified FXIa, Boc-Glu-Ala-Arg-AMC fluorogenic substrate; inhibition, % at 5 µM; 220,000 tested, 0.14% active; AID 798, 2007;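 active = inhibition of at least 40%; inactive = inhibition below 40%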;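 also: fluorescence of freed AMC excited at 355 nm; 0% = enzyme without compound and 100% = no enzyme blank; many of its hits are not listed in these tables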
# 14-3-3 Bad inh: inhibitors of 14-3-3 zeta/Bad binding, primary screen, biochemical, TR-FRET, bovine 14-3-3 zeta. TR-FRET 14-3-3zeta/Dy647-pBad peptide displacement, 1 h. AID 781, 2007. inhibition, % at 21.7 µM. 220,000 tested, 0.71% active;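 active = inhibition above about 70%, limit read from the data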;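 also: 0% = full 14-3-3 plus peptide FRET controls and 100% = background without 14-3-3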
# Runt-CBFb FRET: inhibitors of RUNX1 Runt–CBFb binding, primary screen, biochemical, FRET, Cerulean-Runt, Venus-CBFb, uHTS; AID 1496, 2009; Runt-related transcription factor 1 (Homo sapiens) + Core-binding factor subunit beta …; Cerulean-Runt/Venus-CBFb FRET ratio 530/480, 1 h; 220,000 tested, 0.46% active; inhibition, % at 20 µM;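 active = inhibition over about 50% at 20 µM in the single-dose screen, limit read from the data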;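 also: 0% = DMSO wells and 100% = excess unlabeled CBFb competitor control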
# Target sequence (Q01196 whole entry, looked up): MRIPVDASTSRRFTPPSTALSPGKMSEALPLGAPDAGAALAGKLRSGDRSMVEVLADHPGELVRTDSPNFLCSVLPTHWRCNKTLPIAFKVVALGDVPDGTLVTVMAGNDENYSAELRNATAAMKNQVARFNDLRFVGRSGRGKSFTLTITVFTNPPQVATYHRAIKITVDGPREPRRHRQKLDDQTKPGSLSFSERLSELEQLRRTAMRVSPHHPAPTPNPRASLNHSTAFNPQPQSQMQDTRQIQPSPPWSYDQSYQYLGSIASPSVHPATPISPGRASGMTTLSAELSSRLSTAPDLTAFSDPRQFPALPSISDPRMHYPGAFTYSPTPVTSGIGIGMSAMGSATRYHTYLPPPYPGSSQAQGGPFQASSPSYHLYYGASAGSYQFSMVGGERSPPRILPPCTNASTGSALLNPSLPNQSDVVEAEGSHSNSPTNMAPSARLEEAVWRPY
# Target sequence (Q13951 whole entry, looked up): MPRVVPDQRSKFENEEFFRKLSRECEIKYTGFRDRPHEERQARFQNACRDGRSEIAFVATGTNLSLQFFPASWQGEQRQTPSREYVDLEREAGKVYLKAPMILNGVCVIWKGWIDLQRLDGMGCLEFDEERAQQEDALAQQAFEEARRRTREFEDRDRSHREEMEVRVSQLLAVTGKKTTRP
#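 test system = Cerulean-Runt domain fusion protein, energy donor | probe or stimulus = Venus-CBFb binding partner, 100 nM | incubation = two 1 h room-temperature incubations shielded from light | detection = fluorescence energy transfer, 422 nm excitation, 530/480 nm emission | measure = loss of energy transfer signal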
# hK5 inh: human KLK5 protease inhibitors, primary screen, biochemical, 1536-well; Kallikrein-5 (Homo sapiens), Q9Y337; recombinant hK5, fluorogenic AMC substrate cleavage; inhibition, % at 5 µM; 210,000 tested, 0.59% active; AID 873, 2007;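 active = inhibition of 40% or more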;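 also: 0% = enzyme controls without compound and 100% = no-enzyme blanks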
# Target sequence (Q9Y337 67-293 limits assumed): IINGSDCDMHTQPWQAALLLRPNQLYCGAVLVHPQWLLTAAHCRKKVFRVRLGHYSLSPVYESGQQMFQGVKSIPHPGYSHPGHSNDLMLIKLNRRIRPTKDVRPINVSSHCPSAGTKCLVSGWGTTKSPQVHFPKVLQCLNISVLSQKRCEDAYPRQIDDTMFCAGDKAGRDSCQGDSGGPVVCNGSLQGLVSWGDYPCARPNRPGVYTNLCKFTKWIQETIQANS
# Runt-SMMHC FRET: inhibitors of RUNX1 Runt–CBFb-SMMHC binding, primary screen, biochemical, FRET, Cerulean-Runt, Venus-CBFb-SMMHC, uHTS; inhibition, % at 20 µM; Runt-related transcription factor 1 (Homo sapiens) + Core-binding factor subunit beta …; 220,000 tested, 0.74% active; Cerulean-Runt/Venus-CBFb-SMMHC FRET ratio 530/480, 1 h;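 active = mean inhibition across duplicate retests at 20 µM reaching about 50%, limit read from the data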;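 also: 0% = DMSO wells and 100% = wells with excess untagged CBFb-SMMHC; inhibitors lower the FRET ratio by blocking Runt binding to CBFb-SMMHC; some results filed as inactive read as strong as hits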
# Hck Nef HTS: inhibitors of Nef-activated human Hck kinase, primary screen, biochemical, Z-Lyte FRET, 384-well, Hck-YEEI. Tyrosine-protein kinase HCK (Homo sapiens), P08631. Recombinant Hck-YEEI plus Nef, Z-Lyte FRET kinase assay. inhibition, % at 20 µM. 220,000 tested, 0.68% active;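 active = Hck-Nef kinase inhibition above about 50%, limit read from the data; inactive = inhibition below that limit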;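 also: 0% = DMSO with Hck plus Nef and 100% = Hck alone without Nef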
# Wee1 degr inh: Wee1 degradation inhibitors, primary screen, cell-based, HeLa, Wee1K328M-luciferase, luminescence; 220,000 tested, 1.2% active; reporter increase, % at 5 µM; AID 1321, 2008; HeLa Luc-Wee1K328M stability; 100% = proteasome inhibitor MG132 effect; Wee1-like protein kinase (Homo sapiens), P30291;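 active = activation above the mean of all tested compounds plus 3 SD, set per screening run, cut at about 8.8% in these data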;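 also: cells exposed to compound for 20 h before luminescence read; 0% = DMSO alone and 100% = MG132 at 30 µM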
# Thrombin inh: human alpha-thrombin inhibitors, primary screen, counter-screen for coagulation protease inhibitor project, biochemical, 1536-well, fluorogenic AMC substrate; inhibition, % at 5 µM; AID 1046, 2008; 220,000 tested, 0.26% active; Boc-VPR-AMC fluorogenic substrate cleavage; Prothrombin (Homo sapiens), P00734;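 active = inhibition at or above 40%; inactive = inhibition below 40%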;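 also: 0% = enzyme with no compound and 100% = wells without enzyme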
#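 System: Human alpha-thrombin protein | Medium: pH 7.5 Tris (50 mM) with NaCl 150 mM, Tween 20 0.05% | Times: Enzyme reaction carried out at room temperature | Detection: AMC fluorescence, 355/460 nm | Evaluation: Percent inhibition scaled between no-compound controls and no-enzyme blanks | Benchmarks: Enzyme without compound as high, wells lacking enzyme as low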
# * hit, by the source's call; / = not tested or not shown; [ ] = remark or other dose.
SMILES,FXIIa inh 1536,FXIa inh 1536,14-3-3 Bad inh,Runt-CBFb FRET,hK5 inh,Runt-SMMHC FRET,Hck Nef HTS,Wee1 degr inh,Thrombin inh
CCSc1nc2ccc(N3C(=O)C4C5C=CC(C5)C4C3=O)cc2s1 (stereo not drawn),4,3,1,-3,1,3,1,3,-5
c1cc2c(cc1OCCNC1CCCC1)CCC2,-5,-10,24,0,-28,2,1,-2,-5
NC(=O)Nc1ccc(Oc2c(F)c(F)c(F)c(F)c2F)cc1,9,9,3,1,-23,5,-6,-1,2
CCOC(=O)Cc1csc(NC(=O)Nc2cccc(OC)c2)n1,11,-5,0,0,4,9,1,4,0
COc1ccc(CCNC(=O)CCc2ccc(S(=O)(=O)NCC(C)C)cc2)cc1,5,2,11,-3,-11,-2,3,-3,-6
CC(C)[N+]1(C)[C@@H]2CC[C@H]1CC(OC(=O)C(CO)c1ccccc1)C2 (stereo partly drawn),8,8,-2,0,-14,-2,0,1,/
c1ccc(-c2nnc(-c3c[nH]c4ccccc34)nc2-c2ccccc2)cc1,8,-6,4,2,-4,-4,0,4,4
CC(C)c1ccc(S(=O)(=O)/N=C2/C=C(Sc3ncn[nH]3)C(=O)c3ccccc32)cc1,3,0,79*[fluorescence artefact?],4,-13,36,-2,-4,-10
O=C(c1n[nH]c2ccccc12)N1CCN(S(=O)(=O)c2ccc3ccccc3c2)CC1,3,5,4,1,5,-7,0,0,2
COc1ccc(CN2CC(C(=O)NCC3CCCO3)CC2=O)cc1 (stereo not drawn),0,5,-4,2,4,1,8,-2,6
CC(C)Oc1ccc(N2CC(C(=O)Nc3ccc(N4CCOCC4)cc3)CC2=O)cc1 (stereo not drawn),16,2,-3,-2,-9,0,7,-3,-4
CC(=O)Nc1c([N+](=O)[O-])cc(C)c(Cl)c1[N+](=O)[O-],7,2,-15,-1,5,-2,22,1,2
COCCCn1c(C(C)C)nc2oc3cc(OC)ccc3c(=O)c2c1=O,8,12,-1,-2,18,2,-3,3,10
Cc1ccccc1CSCCNC(=O)CCSc1ccccc1,18,1,-16,-3,-10,-4,1,-1,1
CCN(CC)Cc1c(O)ccc2occ(C(=O)c3ccc(OC)cc3)c12,8,-1,-3,0,-11,4,6,1,-1
N#C/C(=C\c1ccc(N2CCCCC2)o1)C(N)=O,18,6,-17,-27,1,-38,28,-3,-4
O=C(CN1C(=O)NC2(CCCCCCC2)C1=O)NC(=O)NCc1ccco1,5,-1,1,-2,1,-2,0,0,-5
Cc1nc2cc(NS(=O)(=O)c3ccccc3F)ccc2s1,6,3,6,1,1,1,4,-2,-6
O=C(c1ccncc1)c1ccc(N2CCN(C3CC(=O)N(Cc4ccccc4)C3=O)CC2)cc1 (stereo not drawn),5,5,0,-2,1,-2,3,0,-1
FC(F)(F)c1nnc2sc(-c3cccs3)nn12,14,4,-2,0,0,-2,1,-1,0
CCn1nc(NC(=O)c2ccncc2)c2cc3cc(C)ccc3nc21,1,-3,6,8,-18,22,6,1,-2
O=C(CCCCn1c(=O)c2ccccc2n(CC(=O)Nc2ccccc2)c1=O)NCc1ccco1,2,-6,-8,3,-8,4,-16,-2,-6
O=C(NC(=S)Nc1ccc(N2CCOCC2)cc1)c1cccs1,2,-6,-4,5,-1,0,22,-4,-2
CCc1sc(NC(C)=O)nc1-c1ccccc1,4,-3,-7,1,4,-3,30,-3,-7
Cc1c(Cl)cccc1NC(=O)Nc1ccc(C(=O)N2CCCC2)cc1,17,19,10,1,-6,-1,2,-1,-1
CCCCn1nnc(NC(=O)c2ccc([N+](=O)[O-])cc2Cl)n1,6,1,6,2,-1,1,4,4,2
O=C(CSc1ccc([N+](=O)[O-])cn1)Nc1ccc2c(c1)OCCO2,0,-40,-11,-2,-15,1,7,0,4
O=C(OCc1ccccc1)/C(=C/c1ccc(Cl)cc1)NC(=O)c1ccccc1Cl,7,-11,80*,2,-2,2,0,-2,-8
COC(=O)c1ccc(S(=O)(=O)NCc2ccc(S(N)(=O)=O)cc2)o1,5,-3,5,2,0,0,10,1,-5
Cc1oc(-c2ccc(Cl)cc2)nc1CS(=O)CC(=O)NCc1cccs1 (stereo not drawn),6,-2,-1,3,-1,-4,1,-1,-2
Cc1cc(=O)[nH]c(SCC(=O)Nc2nc(-c3ccccc3)c(-c3ccccc3)o2)n1,3,-2,-14,1,-15,-3,3,1,-9
c1ccc2c(c1)nnn1c3ccccc3nc21,6,-2,3,0,-4,0,5,-2,-1
COC(=O)C1(C)CCc2cc(OC)ccc2C1=O (stereo not drawn),11,4,-7,-2,-19,-1,0,-3,-7
Cn1c(N2CCN(S(=O)(=O)c3ccc(Cl)cc3)CC2)nc2ccccc21,6,-3,-11,-2,-1,2,19,-2,-5
O=C(NCCC(c1ccccc1)c1ccccc1)c1cnccn1,13,9,2[fluorescence artefact?],-4,-13,0,5,-1,-1
O=C(NC(=O)c1ccccc1)Nc1ccc(-c2cnco2)cc1,1,3,9,-2,8,-2,22,4,-7
C=CCn1c(O)c(CN2CCN(Cc3ccccc3)CC2)c(C)c(C#N)c1=O,13,-2,-15,-4,-14,-11,1,-2,2
COCCNC(=O)CCCn1c(=O)c2cc(OC)c(OC)cc2n(CC(=O)NCCC2=CCCCC2)c1=O,5,-3,-8,-4,-1,3,27,1,-12
CCC1CCC(C(=O)NNC(=O)OC)CC1 (stereo not drawn),2,6,-3,-1,-17,3,5,-2,-5
O=C(NCCc1c[nH]c2ccccc12)C1Cc2ccccc2CN1C(=O)c1ccco1 (stereo not drawn),28,-6,-15,0,-5,0,-1,0,-5
CCC(C)(C)NC(=O)CN(C(=O)CNS(=O)(=O)c1ccc(C)cc1)c1ccc2c(c1)OCCO2,-5,-5,7,-4,-10,-4,7,1,-10
COC(=O)CCCNC(=O)c1ccc2[nH]c(C)c(C)c2c1,9,4,-2,-2,5,1,16,3,-8
N#C/C(=C\c1cn(CC(=O)N2CCCCC2)c2ccccc12)C(=O)NCc1ccc2c(c1)OCO2,17,8,-20,-28,-9,-52,3,3,-3
Oc1ccc(N=Cc2ccc(OCc3ccccc3)cc2)cc1,7,-6,-12,5,4,-5,27,-1,6
Cc1ccc(S(=O)(=O)N2CCN(C(=O)c3cccs3)CC2)cc1C,1,-5,-9,-1,-10,-2,15,-2,-11
CCn1c2ccccc2c2nnc(SCC(N)=O)nc21,1,-5,-4[fluorescence artefact?],0,0,-5,8,6,2
CC(=O)c1ccc(NCCC(=O)c2ccccc2)cc1,10,0,-7,2,-3,0,-2,-3,7
CC(=O)Nc1c(C)cc(OCC(=O)O)cc1C,4,2,-19,-2,1,0,16,-2,-4
COc1cccc(C(c2nnnn2C(C)(C)C)N2CCN(C3CCCCC3)CC2)c1OC (stereo not drawn),5,2,10,0,-1,1,0,2,-3
CC1Cc2ccccc2N1C(=O)CSc1nnc(NC(=O)Cc2cccs2)s1 (stereo not drawn),19,0,-12,1,29,-5,0,1,7
O=C(NC1CCCC1)c1ccc2nc[nH]c2c1,7,5,1,1,-2,-8,1,1,-3
CC(NC(=O)C(c1ccccc1)c1ccccc1)C(=O)O (stereo not drawn),8,4,-4,0,0,2,0,1,-6
Cc1c(C(C)NC(=O)Nc2ccc(F)cc2F)cnn1C (stereo not drawn),9,6,6,-1,6,-3,8,-3,0
Cc1ccc(C(=O)N2CCN(c3ccccc3F)CC2)cc1S(=O)(=O)N1CCOCC1,9,0,-5,2,/,-2,8,5,-3
O=[N+]([O-])c1sccc1CS(=O)(=O)c1ccccc1,8,-7,10,2,-6,-4,12,-1,-3
CC(=O)Nc1ccc(Oc2sc(C(=O)c3ccccc3)c(N)c2C#N)cc1,6,-3,13,/,0,-8,3,-3,-6
NC(=O)CN(c1ccccc1)C1SC(=O)N(Cc2ccccc2)C1=O (stereo not drawn),17,5,3,0,-11,2,1,-1,4
Cc1csc(=N)n1CC(=O)N1CCc2ccccc21,6,3,-10[fluorescence artefact?],-1,-14,1,0,2,-2
Cc1ccc(NC(=O)C(C)N2C(=O)c3ccccc3C2=O)cc1 (stereo not drawn),11,2,-13[fluorescence artefact?],-1,-15,-2,3,3,6
CCc1nn(-c2ccccc2)c(N)c1C#N,10,8,1,0,-2,0,8,0,0
# The listing continues:
SMILES,FXIIa inh 1536,FXIa inh 1536,14-3-3 Bad inh,Runt-CBFb FRET,hK5 inh,Runt-SMMHC FRET,Hck Nef HTS,Wee1 degr inh,Thrombin inh
CC(=O)Oc1cc2c(C(=O)NCCCN3CCOCC3)c(C)oc2c2ccccc12,-3,-8,-10[fluorescence artefact?],1,-15,0,2,0,-3
CNc1nc(=S)[nH]c2ccccc12,5,13,0,6,1,0,8,2,2
Cc1ccccc1CN1C(=O)CS/C1=N/N=C/c1ccco1,12,3,4,5,2,1,11,-1,-1
C#CCN(C(=O)Nc1ccccc1)c1ccccc1,8,6,13,-2,-9,-8,5,0,-1
Nc1ncc(Br)cc1Br,3,-6,3,-2,-10,2,3,-1,-15
N#Cc1c(Nc2ccccc2Cl)s[nH]c1=O,7,3,-3,25,0,17,-64,-2,1
N=c1ccn(Cc2cccc(F)c2)cc1,21,21,-4,0,30,-3,-2,-2,-9
O=C(COc1ccccc1)Nc1ncccn1,24,11,-5,4,-3,1,1,0,4
O=[N+]([O-])c1ccc(Nc2ccc3ccccc3c2)nc1,30,24,12,-5,0,-10,2,1,-3

# Profiles as entered above.
# Record of CC(=O)Oc1cc2c(C(=O)NCCCN3CCOCC3)c(C)oc2c2ccccc12 = FXIIa inh 1536 = -3; FXIa inh 1536 = -8; 14-3-3 Bad inh = -10[fluorescence artefact?]; Runt-CBFb FRET = 1; hK5 inh = -15; Runt-SMMHC FRET = 0; Hck Nef HTS = 2; Wee1 degr inh = 0; Thrombin inh = -3
# Record of N#Cc1c(Nc2ccccc2Cl)s[nH]c1=O = FXIIa inh 1536 = 7; FXIa inh 1536 = 3; 14-3-3 Bad inh = -3; Runt-CBFb FRET = 25; hK5 inh = 0; Runt-SMMHC FRET = 17; Hck Nef HTS = -64; Wee1 degr inh = -2; Thrombin inh = 1
# Record of O=C(COc1ccccc1)Nc1ncccn1 = FXIIa inh 1536 = 24; FXIa inh 1536 = 11; 14-3-3 Bad inh = -5; Runt-CBFb FRET = 4; hK5 inh = -3; Runt-SMMHC FRET = 1; Hck Nef HTS = 1; Wee1 degr inh = 0; Thrombin inh = 4

# High-throughput results as filed in PubChem BioAssay.
